Screens as filed in PubChem.
Tb PFK inh: inhibitors of T. brucei phosphofructokinase. O15648. T. brucei PFK, ADP-Glo luminescence. Potency, µM (highest dose often 57.5 µM), for inactives: at the top dose activity, negative = inhibition, most hits filed as inhibitors. hit rate 0.17% among 330,000. AID 485367;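 also: potency is read from the fitted curve at half-maximal effect; 0% = uninhibited 1x PFK enzyme wells and -100% = no-enzyme wells; nearly all actives have a fitted effect of over 60% in size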
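PFK 1.25 nM, F6P 0.5 mM, ATP 0.1 mM, 0.1 M TEA pH 8.0, 5 mM MgCl2, 0.01% Tween20, 0.1% BSA; 45 min RT. ADP-Glo readout. qHTS titration up to 57 uM; curves fitted, compounds curve-classed.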
S-ASM inh: inhibitors of human secretory acid sphingomyelinase. placental ASM, HMU-PC fluorogenic substrate, 60 min. Potency, µM (titrated, usually from 57.5 µM), inactives show top-dose activity change, negative = inhibition, hits mostly inhibitors. hit rate 0.006% among 340,000. AID 504937; also: potency is read from the fitted curve at half-maximal effect
Target sequence (P17405 47-631 limits assumed): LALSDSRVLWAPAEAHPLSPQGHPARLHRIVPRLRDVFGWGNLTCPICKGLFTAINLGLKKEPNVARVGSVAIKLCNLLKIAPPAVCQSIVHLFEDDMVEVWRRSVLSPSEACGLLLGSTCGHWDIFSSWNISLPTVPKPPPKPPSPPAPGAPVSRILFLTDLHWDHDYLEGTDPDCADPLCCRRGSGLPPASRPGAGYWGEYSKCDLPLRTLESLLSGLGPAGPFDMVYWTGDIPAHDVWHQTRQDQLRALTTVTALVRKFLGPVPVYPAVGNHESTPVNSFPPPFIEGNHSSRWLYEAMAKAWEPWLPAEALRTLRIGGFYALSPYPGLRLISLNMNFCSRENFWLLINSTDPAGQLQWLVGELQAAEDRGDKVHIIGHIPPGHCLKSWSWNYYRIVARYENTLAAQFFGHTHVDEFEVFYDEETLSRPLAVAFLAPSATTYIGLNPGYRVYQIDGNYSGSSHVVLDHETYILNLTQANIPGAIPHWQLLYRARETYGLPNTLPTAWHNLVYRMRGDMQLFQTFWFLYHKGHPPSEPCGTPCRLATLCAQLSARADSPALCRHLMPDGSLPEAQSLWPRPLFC
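Fluorescence read-out (Ex 386 nm, Em 447 nm) after stopping the reaction at pH 10. Enzyme: ASM from human placenta; substrate HMU-PC0, 9 uM final; 60 min, 37 °C. Compound preincubation 10 min, ambient temperature.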
TSG101-PTAP inh: blocks PTAP/TSG101 interaction to inhibit HIV-1 budding; Fluorescence polarization, FITC-PTAP peptide / Tsg101 binding; 340,000 tested, under 10 active; Potency, µM (titrated, usually from 115 µM), inactives show at the top dose activity change, negative = inhibition, most hits filed as inhibitors; Q99816; AID 493005; active = well fitted inhibition curve with a large enough effect in the main read-out, with a control signal flat, not every such curve was filed as active; inconclusive = small, poorly fitted or top-dose-only effect, or effect the other way, or a change in a side signal; inactive = no such curve, though single readings can be large or run the other way; also: potency is read from the fitted curve at half-maximal effect; % of control where 0% means no effect
Target sequence (Q99816 whole entry, looked up): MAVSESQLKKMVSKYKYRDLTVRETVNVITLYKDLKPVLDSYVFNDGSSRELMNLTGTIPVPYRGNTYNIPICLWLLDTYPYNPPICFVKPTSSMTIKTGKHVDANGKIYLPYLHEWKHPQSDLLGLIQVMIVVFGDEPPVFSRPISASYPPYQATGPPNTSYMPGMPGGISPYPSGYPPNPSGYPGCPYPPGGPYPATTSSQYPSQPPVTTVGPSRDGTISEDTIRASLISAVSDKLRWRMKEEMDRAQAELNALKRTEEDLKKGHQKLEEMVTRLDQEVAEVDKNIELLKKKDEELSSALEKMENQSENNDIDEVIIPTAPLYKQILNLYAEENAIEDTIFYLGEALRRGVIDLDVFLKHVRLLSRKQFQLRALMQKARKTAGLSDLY
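Tsg101 binding domain (10 uM final) was mixed with compound and a FITC-labeled PTAP peptide (50 nM final) in HEPES pH 7.5 buffer with NaCl, Tween 20, EDTA and TCEP; fluorescence polarization was read after 20 min at r.t.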
AT treatment: potential ataxia-telangiectasia treatments restoring KAP-1 phosphorylation; […] A-T fibroblasts, KAP-1 phosphorylation AlphaLISA; neocarzinostatin DNA damage 30 min before lysis; Potency, µM (titrated, usually from 57.5 µM), for the others: top-dose activation, most hits filed as activators; hit rate 0.19% among 320,000; AID 485349; also: potency is read from the fitted curve at half-maximal effect; % of control where 0% means no effect; nearly all actives have a fitted effect of over 45% in size
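ATM-like activity read as KAP-1 phosphorylation via AlphaLISA donor/acceptor antibody pairs after lysis and 6 hr at 25C. Cells were ATM-null patient fibroblasts ([…], hTERT), dosed 60 min, then exposed to the DSB inducer NCS for 30 min.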
TCR activator: T cell receptor activation. primary human leukocytes, anti-CD3, IL-2 HTRF, 48 h. Potency, µM (doses to about 9.22 µM), for inactives: at the top dose activation of IL-2 secretion, most hits filed as activators. 330,000 tested, under 10 active. AID 504894; also: % of control where 0% means no effect
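HTRF read-out of IL-2 secretion: europium cryptate donor excited at 320nm, d2 acceptor emission at 665nm. Cells were primary human leukocytes incubated 48 hr with compounds and a-CD3 beads, supplying TCR signal only.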
ELG1 repair inh: ELG1-dependent DNA repair inhibition. HEK293T ELG1-luciferase reporter, luminescence, 16 h; DNA damage induced by 5-fluorouridine. AID 504467. Potency, µM (titrated, usually from 46.1 µM), inactives show top-dose activity change, negative = inhibition, hits mostly inhibitors. hit rate 2.3% among 330,000; also: potency is read from the fitted curve at half-maximal effect; % is scaled to controls: 0 for no effect and ±100 for the full control effect; nearly all actives have a fitted effect of over 55% in size
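HEK293T cells expressing luciferase-tagged ELG1 (2,000/well) received 5-Fluorouridine plus compound or DMSO for 16 hr at 37 °C. Luciferase was read by ONE-Glo luminescence after 30 min at room temperature.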
Mito fusion act: inhibitors of mitochondrial division or activators of mitochondrial fusion. Potency, µM (top dose mostly 46.1 µM), without a hit: at the top dose growth rescue (activation), usual class: activators. S. cerevisiae fusion-defective mutant growth rescue, CellTiterGlo 48 h. hit rate 0.23% among 320,000;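 also: potency is read from the fitted curve at half-maximal effect; % of control where 0% means no effect; nearly all actives have a fitted effect of over 45% in size; temperature-sensitive fusion mutants such as fzo1-1 at 37 °C on non-fermentable ethanol glycerol medium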
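Growth-rescue viability read-out: after 48 h at the non-permissive 37C in glycerol/ethanol YPEG, yeast mitochondrial fusion mutants are measured by CellTiterGlo luminescence; compounds (23 nl pinned per well) restoring growth score as division inhibitors or fusion activators.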
Chronic BCR inh: chronic active BCR signaling inhibition; ABC-DLBCL IkBa-CBG/CBR reporter, luminescence ratio, 4 h; Potency, µM (doses to about 46.1 µM), for inactives: at the top dose ratio change, negative = lower green/red ratio, usual class: inhibitors; hit rate 0.05% among 340,000; active = well fitted inhibition curve with a large enough effect in the signal ratio, with a control signal flat, not every such curve was filed as active; inconclusive = small, poorly fitted or top-dose-only effect, or effect the other way, or a change in a side signal; the % refers to the signal ratio;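 also: potency is read from the fitted curve at half-maximal effect; plate controls were basal doxycycline-induced cells for no effect and cells given 10 µM MG132 for full effect; MG132 reads +100%, hits lower the ratio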
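Doxycycline induced both beetle luciferases in TMD8 lymphoma cells; IKK-driven degradation limits the IkappaBalpha-fused green signal, while red luminescence normalises for cell number and nonspecific effects. Compounds tested up to 46 uM, 4 hrs.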
a7 integrin act: activates integrin-mediated alleviation for muscular dystrophy | alpha7betagal myoblasts, beta-gal FDG fluorescence, 48 h | hit rate 0.064% among 350,000 | Potency, µM (titrated, usually from 38.3 µM), for the others: top-dose activation, hits mostly activators;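 also: potency is read from the fitted curve at half-maximal effect; 100% = response of the positive control SU9516; nearly all actives have a fitted effect of over 60% in size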
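alpha7betagal+/- myoblasts (passage 13, 250/well) treated 48 h at 37C with compounds at 1:260 dilution of DMSO stock. Lysed, then beta-galactosidase activity read as FDG fluorescence (ex 480/em 540) after 30 min, with pre-read for autofluorescence.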
Eya2 phos inh: Eya2 (human) phosphatase inhibition; hit rate 0.006% among 330,000; recombinant Eya2, OMFP fluorescence dephosphorylation (OMFP is methylfluorescein phosphate); Potency, µM (top dose mostly 76.9 µM), for inactives: at the highest dose activity, negative = inhibition, actives largely listed as inhibitors; AID 488837; also: potency is read from the fitted curve at half-maximal effect; % is scaled to controls: 0 for no effect and ±100 for the full control effect
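Eya2 (0.2 uM) preincubated 10 min at ambient with compound, then OMFP substrate added at 50 uM; 10 min reaction in 50 mM HEPES pH 7.5, 50 mM NaCl, 5 uM MgCl2, 0.05% BSA, 1 mM DTT. Fluorescence read at Ex 485/Em 525 nm.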
TSHR antag: antagonists of human thyroid stimulating hormone receptor; P16473; TSHR-expressing cells, TSH-stimulated cAMP HTRF, 2 h; active compounds read low; activity change, negative = inhibition, % at 11.5 µM; hit rate 0.2% among 330,000;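 active = activity change below a set negative limit, meaning inhibition stronger than a set level, cut at about -70% in these data; inconclusive = activity change between two set negative limits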; also: % is scaled to controls: 0 for no effect and ±100 for the full control effect
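TSHR-expressing cells, 200/well, pre-treated with compound, then stimulated with EC80 TSH (4nM final) for 2 hours at 37 deg C. cAMP measured by competitive HTRF: anti-cAMP cryptate antibody in lysis buffer plus cAMP-d2, read after 30 minutes at room temperature.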
An asterisk follows results filed as active; ? = inconclusive; . = no result given; & = joins results of further samples; [ ] = another dose, or the depositor's remark. Unless noted, calls follow the shape of the dose curve; as a rule, active = well fitted curve in the direction sought with a large enough effect; inconclusive = small, poorly fitted or top-dose-only effect, or another doubt; inactive = no such curve, though single readings can be large; an effect the other way counts as inactive or inconclusive. An unsorted share of the library; about 3.2% have a hit in one of these screens.

SMILES	Tb PFK inh	S-ASM inh	TSG101-PTAP inh	AT treatment	TCR activator	ELG1 repair inh	Mito fusion act	Chronic BCR inh	a7 integrin act	Eya2 phos inh	TSHR antag
COc1cc(SC)ccc1C(=O)NC(C)C	-1%	5%	-1%	-1%	-1%	23%	-1%	1%	16%	2%	-13
Cc1ccc2c(=O)cc(C(=O)NCCc3ccc(S(N)(=O)=O)cc3)oc2c1	-22%	-1%	-6%	16%	2%	9.2µM*	0%	6%	-15%	-27%	4
CN1C(=O)/C(=C/c2ccc(OCc3cccc(F)c3)cc2)NC1=S	1%	3%	-2%	3%	.	10%	-7%	?	9%	9%	-1
CC(C)CC1NC(=O)N(Cc2nc3ccccc3s2)C1=O (stereo not given)	-2%	-1%	-4%	-5%	-3%	4%	2%	-3%	10%	8%	-4
CCOC(=O)N1CCN(C(=O)CCn2c(=O)[nH]c3ccsc3c2=O)CC1	1%	-1%	0%	-3%	6%	4%	5%	3%	-39%[inhibitor]	2%	6
CC(C)(C)c1ccc(S(=O)(=O)N2CC(C(=O)O)Oc3ccc(Cl)cc32)cc1 (stereo not given)	6%	10%	-6%	-7%	4%	5%	-6%	1%	-5%	-3%	-6
CCCOc1ccc(-c2nc(C#N)c(N3CCN(C)CC3)o2)cc1	0%	-1%	-3%	4%	0%	-7%	-9%	4%	27%	-3%	-1
COc1ccc(NC(=O)CSc2nnc(-c3ccco3)n2N)cc1Cl	6%	0%	-5%	-2%	-5%	19%	-5%	?	-19%	-5%	6
COc1ccc(CNC(=O)c2csc(Cc3ccc(Cl)cc3)n2)cc1	0%	-4%	-1%	3%	-4%	?	11%	?	3%	?	1
CC1CCN(C(=O)C2CCN(S(=O)(=O)c3cccnc3)CC2)CC1	0%	1%	-8%	3%	6%	11%	-3%	-8%	1%	19%	-3
O=C(CN1C(=O)c2ccccc2C1=O)c1ccccc1	2%	-3%	-2%	9%	0%	?	2%	?	-2%	-7%	-5
Cc1ccccc1Nc1nc(N)c2ccccc2n1	-16%	0%	-5%	5%	-3%	?	-17%	?	28%	-13%	8
CCN1CCN(Cc2ccc(NC(=O)c3cc(NC(=O)c4cncc(-c5cccs5)c4)cc(OC)c3)cc2C(F)(F)F)CC1	0%	?	-5%	-12%	-8%	?	-4%	12%	-58%&0%[inhibitor]	-11%	2
O=C(O)CNC(=O)CCCn1nnc2ccccc2c1=O	-3%	3%	0%	-2%	-4%	-21%	1%	-5%	-28%	-10%	-8
COc1ccc(C(c2c(O)ccc3ccccc23)N2CCOCC2)c(OC)c1 (stereo not given)	-2%	-4%	-5%	10%	-2%	?	6%	?	-49%[inhibitor]	9%	-11
Cc1cc(C)n(-c2ncnc3sc(C)c(C)c23)n1	1%	-3%	-4%	-5%	2%	7%	-5%	?	12%	12%	1
CCOc1ccc(/C(O)=C2\C(=O)C(=O)N(CCOCCO)C2c2ccccc2OC)cc1 (stereo not given)	-2%	-2%	-6%	1%	-3%	-2%	0%	1%	3%	5%	12
CC1CCCN(S(=O)(=O)c2ccc(Br)s2)C1 (stereo not given)	-1%	-2%	-2%	-5%	1%	0%	17%	0%	-15%	0%	5
COc1ccc(N2CCN(C(=S)Nc3cccc(C)c3C)CC2)cc1	2%	2%	-3%	-4%	-1%	-1%	-3%	2%	18%	4%	14
O=C(Nc1ccc2c(c1)C(=O)OC2)c1ccccc1Cl	-1%	-1%	2%	7%	-3%	28%	3%	-7%	8%	-10%	-1
CCOc1ccc(NC(=O)CN(C)C(=O)c2ccccc2-n2cnnn2)cc1OCC	2%	3%	-12%	-1%	-4%	0%	-5%	-8%	-10%	17%	2
CCCN(CCC)CCNC(=O)C1(O)c2ccccc2NC(=O)N1c1cccc(OC)c1 (stereo not given)	4%	3%	-2%	-5%	8%	-9%	3%	-5%	?	9%	-2
Cn1cnnc1SCC(=O)Nc1ccc(Cl)cc1	1%	0%	-2%	5%	-3%	18%	2%	0%	-38%	-12%	-1
Cn1c(Cc2ccccc2)nnc1SCC(=O)Nc1ccc2c(c1)OCO2	-2%	4%	0%	8%	.	18%	-5%	3%	2%	-3%	-4
COc1cccc(/C=C2/SC(=O)N(C)C2=O)c1OCc1ccc(C(=O)O)cc1	0%	5%	-4%	-6%[11.5 µM]	.	23%	-2%	?	-12%	1%	-4
c1csc(Cc2nn3c(-c4n[nH]c5c4CCC5)nnc3s2)c1	0%	-3%	-1%	-1%	5%	?	4%	?	0%	18%	3
N/C(=N/O)c1cccn1Cc1ccccc1[N+](=O)[O-]	2%	5%	-1%	-9%	0%	-5%	4%	-7%	5%	-2%	-9
CCCN(C(=O)C1CCN(S(=O)(=O)c2ccc(OC)c(OC)c2)CC1)C1CCS(=O)(=O)C1 (stereo not given)	-2%	-3%	-6%	-4%	4%	6%	-3%	-1%	-7%	3%	7
CC1=C(C(=O)N2CCCC(N3CCN(c4cccc(C(F)(F)F)c4)CC3)C2)OCCO1 (stereo not given)	3%	0%	1%	4%	1%	-17%	1%	2%	-20%	4%	-4
CC(C)N(Cc1ccccc1)S(=O)(=O)c1ccc(Cl)nc1	3%	3%	-6%	2%	9%	-14%	-13%	-4%	-19%	-4%	-7
CC(C)CN1C(=O)c2ccc(NC(=O)c3cccs3)cc2C1=O	0%	70%	.	-4%	.	?	11%	8%	3%	18%	-8
CCCC1S/C(=N/N=C/c2cccs2)NC1=O (stereo not given)	16%	-1%	-2%	-4%	5%	20%	3%	-12%	-4%	-18%	4
Cn1cc(C=O)c2ccccc21	-9%	4%	0%	2%	-1%	16%	7%	-6%	5%	2%	5
C/C(=N\NC(=O)c1ccc2c(c1)OCO2)c1ccco1	-17%	6%	-2%	1%	1%	?	7%	?	1%	0%	1
Cc1ccc(C(=O)NCc2ccc(Cl)c(Cl)c2)o1	11µM*	2%	-3%	13%	-10%	-12%	-3%	0%	1%	9%	-2
CCn1c(COc2ccccc2C)nnc1SCc1nc2ccccc2c(=O)[nH]1	1%	.	.	6%	.	13%	-3%	-3%	.	7%	-16
COc1ccccc1C(=O)OCC(=O)Nc1ccc(Cl)cn1	-2%	-3%	2%	5%	1%	?	11%	23%	10%	1%	-6
CCOC(=O)C1=C(COC(=O)Cc2c(F)cccc2Cl)NC(=O)NC1C (stereo not given)	-3%	-2%	-5%	4%	-3%	4%	-6%	?	?	-6%	-15
O=C(CC1S/C(=N/N=C/c2ccco2)NC1=O)Nc1cccc(Cl)c1Cl (stereo not given)	2%	-1%	-6%	-3%	1%	9%	-4%	-2%	13%	3%	-2
Cc1cccc(CSc2nc3ccncc3n2CC(=O)Nc2cc(C)cc(C)c2)c1	-2%	-5%	-1%	1%	5%	-2%	1%	?	-7%	-13%	-7
C/C(=C\c1ccccc1)C(=O)NCCc1ccccc1	4%	0%	1%	0%	14%	?	-1%	?	12%	-6%	-9
CN(Cc1ccccc1)C1=CC(=[N+]2CCCC2)CC(C)(C)C1	-3%	0%	-5%	14%	0%	0.26µM*	3%	0%	-58%[inhibitor]	4%	-13
CC1CC(C)CN(CCCNC(=O)CN2C(=O)c3cccnc3Oc3ccccc32)C1 (stereo not given)	-1%	-1%	-1%	5%	5%	20%	26%	0%	-40%	5%	-1
CCNC(=O)c1sc2cc(C)ccc2c1Cl	2%	1%	-3%	4%	1%	?	12%	?	2%	5%	-30
CCOc1ccc(/C=N\NC(=O)CC(=O)NCCc2ccccc2)cc1	1%	-1%	-2%	-2%	0%	-1%	1%	-6%	-16%	-1%	-3
